# USP1-UAF1 inh – USP1/UAF1 (human) deubiquitinase inhibition; O94782; recombinant USP1/UAF1, Ub-Rhodamine cleavage fluorescence; Potency, µM (titrated, usually from 57.1 µM), without a hit: at the highest dose activity change, negative = inhibition, usual class: inhibitors; 390,000 compounds, 0.23% hits; AID 743255; further: on the % scale 0 is the no-effect control and ±100 the full control effect; nearly all actives have a fitted effect of over 60% in size; inactives centre near -12
#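 USP1/UAF1 complex at 1 nM was preincubated with compound for 15 min at room temperature, then Ub-Rho substrate (150nM final) was added. Fluorescence (480/540 nm) was read kinetically, 6 reads every 60 seconds.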
# Vif-A3F inh – Vif-A3F binding inhibition | HeLa A3F-eYFP + Vif (tagged APOBEC3F with the HIV-1 protein that degrades it), YFP fluorescence increase | Potency, µM (titrated, usually from 46.1 µM), without a hit: top-dose activity, negative = active | 390,000 compounds, 0.2% hits; further: % of control where 0% means no effect; nearly all actives have a fitted effect of over 65% in size
#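 Fluorescence increase (Ex 488/Em 500-530) after overnight compound treatment at 37 deg C flags inhibition of Vif-driven A3F-eYFP loss in stable HeLa A3F-eYFP/Vif cells seeded overnight beforehand.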
# TrxR1 inh – rat TrxR1 inhibition; O89049; recombinant rTrxR1, NADPH fluorescence consumption, selenite substrate; Potency, µM (highest dose often 114 µM), for the others: at the highest dose activity change, negative = inhibition, most hits filed as inhibitors; 390,000 compounds, 1% hits; AID 588453; further: on the % scale 0 is the no-effect control and ±100 the full control effect; nearly all actives have a fitted effect of over 65% in size
# Target sequence (O89049 whole entry, looked up): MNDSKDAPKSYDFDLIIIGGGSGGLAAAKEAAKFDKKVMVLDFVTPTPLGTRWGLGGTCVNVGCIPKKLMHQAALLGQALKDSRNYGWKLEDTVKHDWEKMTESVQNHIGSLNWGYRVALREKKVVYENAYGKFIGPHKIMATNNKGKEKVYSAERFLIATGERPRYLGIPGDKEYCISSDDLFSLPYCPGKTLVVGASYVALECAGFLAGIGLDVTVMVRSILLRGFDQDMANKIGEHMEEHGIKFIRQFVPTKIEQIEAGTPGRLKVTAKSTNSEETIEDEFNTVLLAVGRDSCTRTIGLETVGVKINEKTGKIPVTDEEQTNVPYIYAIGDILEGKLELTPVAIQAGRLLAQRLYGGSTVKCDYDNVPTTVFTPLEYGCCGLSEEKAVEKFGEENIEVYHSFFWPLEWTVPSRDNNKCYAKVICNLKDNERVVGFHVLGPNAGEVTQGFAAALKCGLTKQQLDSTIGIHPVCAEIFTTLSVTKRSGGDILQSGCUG
#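 Rat TrxR1 (90 nM in the dispensed reagent) was pre-reduced with 400 uM NADPH for 5 min at room temperature, then incubated with compound for 15 min. After 400 uM selenite was added, NADPH fluorescence (Ex 340/Em 450 nm) was followed for 8 min.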
# RXFP1 ag – RXFP1 (human) receptor agonism | Q9HBX9 | HEK293T-RXFP1 cAMP TR-FRET, 30 min; response scale: percent of porcine relaxin response, buffer zero | Potency, µM (top dose mostly 57.5 µM), inactives show top-dose activation, most hits filed as activators | 370,000 compounds, 0.3% hits | AID 2676; further: on the % scale 0 is the no-effect control and ±100 the full control effect; nearly all actives have a fitted effect of over 60% in size; many of its hits are not listed in these tables
#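 cAMP rise read by TR-FRET after 30 min, 37C compound exposure (up to 58 uM) in RXFP1-transfected HEK293 cells with Ro 20174 present. EC50 from Hill-equation fits, with 29 nM porcine relaxin as 100% and buffer as basal.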
# IDH1 R132H inh – blocks human mutant IDH1 R132H enzyme; Potency, µM (doses to about 76.6 µM), for the others: top-dose activity change, negative = inhibition, hits mostly inhibitors; 390,000 compounds, 0.093% hits; O75874; IDH1-R132H enzyme, NADPH consumption, diaphorase/resazurin fluorescence; AID 602179; further: on the % scale 0 is the no-effect control and ±100 the full control effect; nearly all actives have a fitted effect of over 65% in size
#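 IDH1-R132H (0.5 ug/mL) preincubated 30 min with compound, then NADPH (0.016 mM) and alpha-KG (2 mM) added; 80 min at RT, pH 7.5. Remaining NADPH coupled via diaphorase/resazurin to fluorescence (540/590 nm); concentration-response curves normalized to no-enzyme control.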
# TrxR1 substrate – substrates of rat thioredoxin reductase 1; 390,000 compounds, 0.01% hits; AID 588456; O89049; Potency, µM (highest dose often 114 µM), inactives show at the top dose activity change, negative = substrate turnover; purified TrxR1 substrate turnover, NADPH consumption readout; further: on the % scale 0 is the no-effect control and ±100 the full control effect; nearly all actives have a fitted effect of over 50% in size
#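 Rat TrxR1, dispensed at 90 nM, was prereduced with 400 uM NADPH (final) for 5 min at ~22 deg C, then incubated with compound 15 min before 400 uM selenite. A first-read NADPH fluorescence drop versus no-compound background flagged substrates.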
# ALOX12 inh – inhibitors of human 12S-lipoxygenase ALOX12 | purified 12hLO, xylenol orange hydroperoxide absorbance | Potency, µM (top dose mostly 108 µM), for inactives: top-dose activity change, negative = inhibition, most hits filed as inhibitors | 580,000 compounds, 1.1% hits; further: on the % scale 0 is the no-effect control and ±100 the full control effect
#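 Hydroperoxide product was detected by ferrous iron/xylenol orange as the 573 to 405 nm absorbance ratio. Arachidonic acid at 40 uM (final) was turned over for 30 min at room temperature by 150 nM human 12hLO, pH 7.0 Hepes buffer, after 15 min compound preincubation.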
# RGS4 inh – inhibitors of human regulator of G protein signaling 4; Transcreener GDP fluorescence polarization, RGS4-accelerated GTP hydrolysis; Potency, µM (titrated, usually from 114 µM), for the others: at the top dose activity change, negative = inhibition, actives largely listed as inhibitors; 390,000 compounds, 0.039% hits; AID 504845; further: on the % scale 0 is the no-effect control and ±100 the full control effect; nearly all actives have a fitted effect of over 75% in size; some results filed as inactive show a strong effect at the top dose
# Target sequence (P49798 whole entry, looked up): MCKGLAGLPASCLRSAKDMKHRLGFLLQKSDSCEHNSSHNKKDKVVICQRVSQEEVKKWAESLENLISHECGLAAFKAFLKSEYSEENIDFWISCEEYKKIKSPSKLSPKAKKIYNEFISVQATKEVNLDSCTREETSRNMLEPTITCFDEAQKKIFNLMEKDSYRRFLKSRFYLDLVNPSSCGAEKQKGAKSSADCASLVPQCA
#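 MLSMR compounds (23 nl, pin-transferred) preincubated 10 min at room temperature with a 500nM (2x) first reagent, then RGS4 at 900nM (2x) plus Transcreener GDP mix added; fluorescence polarization (620/688 nm) read before and after 90 min at 30 °C.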
# Vif-A3G inh – blocks the Vif interaction with human APOBEC3G; Q9HC16; HeLa A3G-eYFP + Vif (tagged APOBEC3G with the HIV-1 protein that degrades it), YFP fluorescence, overnight; Potency, µM (doses to about 46.1 µM), without a hit: at the top dose activity, negative = active, actives largely listed as inhibitors; 410,000 compounds, 0.076% hits; AID 602310;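 further: on the % scale 0 is the no-effect control and ±100 the full control effect; nearly all actives have a fitted effect of over 60% in size; hits raise eYFP signal because A3G escapes Vif-driven loss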
# Target sequence (Q9HC16 whole entry, looked up): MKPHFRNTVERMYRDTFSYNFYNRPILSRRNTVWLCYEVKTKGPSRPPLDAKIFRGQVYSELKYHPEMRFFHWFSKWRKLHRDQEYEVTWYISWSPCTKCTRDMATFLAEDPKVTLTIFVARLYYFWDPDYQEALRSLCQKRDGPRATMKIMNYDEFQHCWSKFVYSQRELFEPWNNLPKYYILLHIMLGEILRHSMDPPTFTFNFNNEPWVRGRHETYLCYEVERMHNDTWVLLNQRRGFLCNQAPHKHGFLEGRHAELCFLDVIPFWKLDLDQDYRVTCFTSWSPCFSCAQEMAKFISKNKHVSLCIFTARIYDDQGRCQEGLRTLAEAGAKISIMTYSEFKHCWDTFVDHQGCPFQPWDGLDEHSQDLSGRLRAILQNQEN
#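 Read-out is eYFP fluorescence (Ex 488/Em 500-530) from Vif-expressing HeLa A3G-eYFP cells; more signal means A3G escaped Vif-mediated degradation. Cells plated overnight, compound pinned in, incubated overnight at 37 deg C.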
# * = called active by the depositor; i = inactive; u = inconclusive; x = no result given; & = joins results of further samples; [ ] = remark or other dose. The call rests on the fitted dose curve; in most records, active means well fitted curve in the direction sought with a large enough effect; inconclusive means small, poorly fitted or top-dose-only effect, or another doubt; inactive means no such curve, though single readings can be large; an effect the other way counts as inactive or inconclusive. Potency means the concentration at half of the fitted maximal effect.
SMILES,USP1-UAF1 inh,Vif-A3F inh,TrxR1 inh,RXFP1 ag,IDH1 R132H inh,TrxR1 substrate,ALOX12 inh,RGS4 inh,Vif-A3G inh
CS(=O)(=O)c1ncc(Cl)c(C(=O)Nc2ccc(OC(F)F)cc2)n1,-12%,20%,40µM*,12%,-7%,-13%,-15%,u,-2%
CCOC(=O)C1=C(C)OC(N)=C(C#N)C1c1ccc(OC)c(C)c1OC (stereo not given),-17%,-4%,u,1.5%,-1%,-11%,-17%,3%,-2%
O=C(Nc1ccc2[nH]c(=O)[nH]c2c1)c1ccc(Cl)c(Cl)c1,-12%,-5%,27%[57.1 µM],5.5%,3%,19%,u,-11%,-4%
CC(=O)Nc1nnc(SCC(=O)N2CCN(Cc3ccccc3)CC2)s1,-19%,0%,22%,-2.7%,8%,6%,-15%,-14%,1%
CSc1ncc2c(n1)-c1ccccc1N(Cc1ccccc1)S2(=O)=O,-6%,0%,23%[57.1 µM],-0.4%,-5%,12%[57.1 µM],-20%,-19%,-6%
CCn1cc(S(=O)(=O)N2CCCC2)cn1,-10%,1%,14%,-0.2%,6%,1%,7%,-14%,1%
Cc1cccc(N2CCN(S(=O)(=O)c3cccc4nonc34)CC2)c1C,-28%,u,-3%,1.1%,0%,-7%,-13%,-44%,0%
COc1ccc(-n2nc(C(=O)NCC(=O)N3CCCCCC3)c3ccccc3c2=O)cc1Cl,-15%,-2%,-9%[57.1 µM],6.4%,-4%,-7%[57.1 µM],1%,-17%,3%
CC1CCC(NC(=O)N(CCCl)N=O)CC1 (stereo not given),-26%,4%,9%,x,-5%,0%,-17%,8%,1%
N=C1C(c2nc3ccccc3s2)=C(O)CN1CCCO,-16%,4%,-5%,1.7%,-1%,-1%,0%,-12%,-6%
Cc1cc(C)c(C)c(OCCCOc2cccc3cccnc23)c1,u,-14%,-5%,4.3%,5%,-3%,-22%,-7%,-6%
O=C(COC(=O)c1ccc(Br)cc1)Nc1ccccc1Br,-5%,3%,-5%,0.5%,12%,1%,-3%,-22%,0%
CCN1CCN(C(=O)C2CCCN(S(=O)(=O)c3ccc(OC)c(OC)c3)C2)CC1 (stereo not given),-2%,1%,-13%[57.1 µM],-6.3%,-12%,-9%[57.1 µM],-4%,6%,0%
COc1cccc(CSc2nc3sc(C)c(C)c3c(=O)n2Cc2ccco2)c1,-27%,-3%,-34%,1.5%,7%,1%,-42%,-32%,0%
O=C(Cc1ccc(S(=O)(=O)N2CCOCC2)s1)Nc1cc(C(F)(F)F)cc(C(F)(F)F)c1,-12%,2%,2%,-0.1%,-1%,-19%,u,6%,-10%
NC(=O)Nc1ccccc1C(=O)Nc1ccc2ccccc2c1,2%,-6%,4%,-1.8%,-2%,3%,-31%,18%,-5%
COc1ccc(-c2nc3ccccc3c(=O)n2NC(=O)c2cccnc2Cl)cc1OC,-10%,0%,7%[57.1 µM],-0.1%,3%,2%[57.1 µM],1%,-14%,0%
CS(=O)(=O)c1ccc(C(=O)Nc2ccc(N3CCOCC3)cc2)c(Cl)c1,-19%,4%,13%[57.1 µM],4.7%,9%,0%[57.1 µM],-2%,-4%,-1%
Cc1ccc(C)c(OCC(=O)N2CCOCC2)c1,-1%,-19%,1%,0.1%,-1%,-6%,-14%,-4%,0%
O=C1CC(N2CCN(c3ccc(O)cc3)CC2)C(=O)N1Cc1cccs1 (stereo not given),-15%,-16%,15%[57.1 µM],0.3%,2%,8%[57.1 µM],u,-39%,0%
O=C(Nc1ccc(N2CCOCC2)nc1)c1c(F)cccc1F,-10%,-18%,10%[57.1 µM],2.5%,10%,3%[57.1 µM],8%,1%,-1%
CC1(c2ccc3noc(-c4ccccc4)c3c2)OCCO1,-22%,-4%,-1%,-0.2%,2%,0%,u,1%,-2%
Cc1cccc(NC(=O)CN2CCCCCC2)c1,-25%,2%,10%,-1.3%,3%,1%,u,3%,1%
CSc1nc(-c2ccco2)nn1C(=O)c1cccs1,-12%,-7%,u,0.3%,3%,6%[57.1 µM],-3%,-36%,0%
Cc1nn(CCO)c2nc(-c3cccs3)cc(C(F)(F)F)c12,-4%,11%,-53%,-1.1%,10%,40%[activator][57.1 µM],-7%,-2%,2%
O=S(=O)(c1ccccc1)[C@@]1(c2ccccc2)C[C@@H]2ON=C(c3cccc(-c4ccccc4)c3)[C@@H]2C1,u,-1%,20%,0.1%,0%,1%,-2%,-19%,1%
CN(c1cccc(Cl)c1)S(=O)(=O)c1cccc(C(=O)NC2=NCCS2)c1,-10%,-3%,12%,-0.5%,-1%,-6%,31%[activator],-17%,-16%
CCCCNC(=O)N1CCOCCOCCN(C(=O)NCCCC)CCOCC1,-9%,0%,8%[57.1 µM],0.9%,1%,4%[57.1 µM],17%,-1%,-6%
CCOCCCNC(=O)CCn1nc(-c2ccc(Cl)cc2)ccc1=O,-3%,-2%,16%,0.2%,-4%,5%,10%,23%,3%
CSc1ccc(/C=C/c2ccc3cccc(O)c3n2)cc1,-27%,-22%,18%[57.1 µM],-0.4%,25%,7%[57.1 µM],u,-50%,-5%
Cc1ccccc1N1CCN(CCCN2C(=O)C3CCCCN3C2=O)CC1 (stereo not given),-12%,4%,19%,0.1%,4%,4%[57.1 µM],12%,-16%,0%
O=C(Nc1ccc(O)c(-c2nc3ccccc3o2)c1)c1ccc(Br)cc1,-13%,-4%,8%,7.7%,-4%,-2%,1%,-2%,2%
Cc1nnc(SCc2nc3sc(C(=O)O)c(C)c3c(=O)[nH]2)s1,-14%,2%,-3%,-4.6%,6%,-6%,0%,-28%,-3%
COc1ccc(C(=O)Oc2ccc(Br)cc2C(=S)N2CCOCC2)cc1,1%,-21%,-9%[57.1 µM],1.7%,-10%,-11%[57.1 µM],-19%,-10%,3%
CS(=O)Cc1cc(Sc2ccccc2)nc(-c2ccncc2)n1 (stereo not given),4%,19%,-12%[57.1 µM],-0.2%,12%,-7%[57.1 µM],-2%,2%,3%
CC(=O)c1cccc(NS(=O)(=O)c2ccc(-c3cc(C)no3)s2)c1,-19%,-10%,16%,7.2%,11%,6%,-5%,-7%,0%
CCc1cc(-c2n[nH]c(=S)n2CC(C)C)cs1,-19%,-18%,-27%,1.9%,-3%,-11%,u,-38%,-4%
O=C(Nc1ccc(F)cc1F)N1CCCN(CCOc2ccccc2)CC1,-10%,-6%,19%,0.1%,21%,-1%,16%,6%,4%
Cc1c(C(=O)NC2=NCCS2)oc2ccccc12,-13%,-3%,-13%,-0.7%,10%,-8%,15%&38%,-13%,1%
c1ccc(Nc2nnc(-c3cccnc3)s2)cc1,-15%,-15%,1%[57.1 µM],-1.6%,6%,11%[57.1 µM],0%,-19%,0%

# Look-ups from above.
# RGS4 inh result of CSc1nc(-c2ccco2)nn1C(=O)c1cccs1 : -36%
# ALOX12 inh result of CS(=O)Cc1cc(Sc2ccccc2)nc(-c2ccncc2)n1 (stereo not given) : -2%
# RXFP1 ag result of c1ccc(Nc2nnc(-c3cccnc3)s2)cc1 : -1.6%

# (cont.)
SMILES,USP1-UAF1 inh,Vif-A3F inh,TrxR1 inh,RXFP1 ag,IDH1 R132H inh,TrxR1 substrate,ALOX12 inh,RGS4 inh,Vif-A3G inh
CC(C)(SC(=S)N1CCOCC1)C(=O)O,2%,-1%,8%,0.4%,-2%,8%,10%,5%,4%
Oc1ccc(C=NCC2COc3ccccc3O2)cc1 (stereo not given),-5%,-13%,0%[57.1 µM],1.0%,-7%,3%[57.1 µM],2%,-15%,0%
O=C(c1ccco1)N1CCN(C(=O)c2cccs2)CC1,0%,-2%,2%,0.1%,16%,9%[57.1 µM],11%,25%,1%
Clc1nssc1=Nc1ccccc1,-13%,u,-64%,-0.1%,-3%,-12%,x,u,1%
Cc1cccc(NS(=O)(=O)c2ccc(C(C)(C)C)cc2)n1,-18%,-3%,23%,-1.4%,-20%,33%,7%,-20%,-5%
CN(C)CCNc1ncnc2sc(-c3ccccc3)cc12,-4%,3%,6%[57.1 µM],4.3%,4%,6%[57.1 µM],i,0%,2%
Cn1c2c(c(=O)[nH]c1=O)C(NC(=O)c1ccco1)(C(F)(F)F)C(=O)N2 (stereo not given),-6%,11%,-16%,0.1%,4%,-6%,0%,-7%,3%
CC1(C)CC(=O)C(C=NCc2ccccn2)=C(O)C1,-9%,-6%,20%,2.8%,7%,7%,21%,26%,0%
O=C(CCCn1c(SCc2ccccc2F)nc2ccccc2c1=O)NCC1CCCO1 (stereo not given),-30%,-13%,3%,1.4%,0%,-3%,73%[activator],-50%,-1%
Cc1cc(C)cc(OCC(=O)N2CCN(c3ncccn3)CC2)c1,-5%,10%,19%[11.4 µM],x,10%,4%[11.4 µM],-3%,-1%,3%
Cc1cc2[nH]c3c4ccccc4nc(C)c3c2cc1C,-10%,u,16%,x,-13%,25%,u,1%,-15%
CC(C)CNS(=O)(=O)c1cc(C(=O)OCC(=O)N2CCOCC2)c(Cl)cc1Cl,-18%,-14%,13%,2.2%,5%,5%,4%,17%,5%

# Screening results from PubChem BioAssay.

# These rows are one share of the data. The share of hits here may be higher or lower than overall.
